Pf growth 96h – P. falciparum growth inhibition at 96 hour, primary screen for plastid delayed-death inhibitors; P. falciparum luciferase reporter growth, 96 h; Potency, µM (doses to about 28.7 µM), for the others: at the highest dose activity change, negative = inhibition, actives largely listed as inhibitors; hit rate 6.9% among 320,000; AID 504834; also: potency is read from the fitted curve at half-maximal effect; % is scaled to controls: 0 for no effect and ±100 for the full control effect
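Two-generation exposure (96 h) targets delayed-death phenotype. Reporter parasites carrying integrated firefly luciferase, in red cells at 2% hematocrit and 0.05% parasitemia final, kept at 37 C, 5% CO2; luminescence loss indicates inhibition.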
Shiga toxin inh – Shiga toxin inhibition; Vero cells, Shiga toxin protein synthesis inhibition reporter; inhibition, % at 38.7 µM; hit rate 9.2% among 290,000; AID 2315; in the data active = inhibition mostly above about 28%, no sharp cut-off; inactive = mostly below about 43%; also: 0% is about no effect
Cycloheximide cs – counter-screen for Shiga toxin inhibitors: cycloheximide protein synthesis inhibition. AID 2314. cell reporter, cycloheximide protein synthesis inhibition counterscreen. hit rate 12% among 300,000. max response, %; in the data active = max response mostly above about 13%, no sharp cut-off; inactive = mostly below about 14%; also: read at 38.3 µM for the half of the compounds with a filed dose; 0% is about no effect
LmPK inh – LmPK (Leishmania mexicana) enzyme inhibition | AID 1721 | Q27686 | purified LmPK, Kinase-Glo ATP luminescence, 1 h | hit rate 0.37% among 290,000 | Potency, µM (series often up to 57.5 µM), without a hit: top-dose activity change, negative = inhibition, most hits filed as inhibitors; also: potency is read from the fitted curve at half-maximal effect; % is scaled to controls: 0 for no effect and ±100 for the full control effect
Target sequence (Q27686 whole entry, looked up): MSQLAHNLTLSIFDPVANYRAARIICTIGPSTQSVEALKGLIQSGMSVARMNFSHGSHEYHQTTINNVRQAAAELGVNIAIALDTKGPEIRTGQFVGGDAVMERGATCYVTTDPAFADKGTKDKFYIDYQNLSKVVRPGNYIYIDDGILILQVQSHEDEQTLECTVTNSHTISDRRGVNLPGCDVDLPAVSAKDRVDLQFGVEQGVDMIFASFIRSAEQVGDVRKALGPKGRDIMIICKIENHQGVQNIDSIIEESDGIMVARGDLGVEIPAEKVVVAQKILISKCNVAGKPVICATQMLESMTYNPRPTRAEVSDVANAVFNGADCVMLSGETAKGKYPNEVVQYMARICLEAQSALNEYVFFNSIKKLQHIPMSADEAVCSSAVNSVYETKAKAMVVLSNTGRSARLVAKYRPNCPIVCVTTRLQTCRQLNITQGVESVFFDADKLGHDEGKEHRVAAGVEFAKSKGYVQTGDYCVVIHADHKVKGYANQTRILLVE
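Purified LmPK (0.1 nM) with 0.5 mM PEP and 0.1 mM ADP in imidazole buffer pH 7.2 with MgCl2/KCl, 1 h at room temperature. ATP formed was read by luciferase luminescence and normalized to no-enzyme and uninhibited controls.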
Pf growth 48h – inhibits P. falciparum growth in the first generation, 48 h; P. falciparum luciferase growth in erythrocytes, 48 h; Potency, µM (highest dose often 28.7 µM), without a hit: top-dose activity change, negative = inhibition, hits mostly inhibitors; hit rate 5.9% among 310,000; AID 504832; also: potency is read from the fitted curve at half-maximal effect; % is scaled to controls: 0 for no effect and ±100 for the full control effect
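Firefly luciferase activity from engineered P. falciparum reports growth; inhibitors lower the luminescent signal. Cultures contained 2% hematocrit erythrocytes at 0.1% final parasitemia.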
AMA1 RON2 block – AMA1-RON2 (P. falciparum) interaction inhibition. AlphaScreen AMA1-biotinylated RON2 peptide binding. Potency, µM (top dose mostly 58.2 µM), without a hit: at the highest dose activity change, negative = inhibition, usual class: inhibitors. hit rate 0.2% among 360,000. AID 720542;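 also: potency is read from the fitted curve at half-maximal effect; 0% = vehicle wells and -100% = peptide control; nearly all actives have a fitted effect of over 45% in size; some results filed as inactive show a strong effect at the top dose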
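AMA1 (3D7) with his tag at 25 nM final met compounds first, then biotinylated RON2 peptide at 25 nM; detection used donor plus acceptor beads, 10 µg/mL apiece, read by AlphaScreen after 30 min at room temperature.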
TbPYK inhibitor – blocks Trypanosoma brucei pyruvate kinase | Q57TT1 | hit rate 0.12% among 410,000 | AID 624173 | TbPYK enzyme, Kinase-Glo Plus ATP luminescence, 45 min | Potency, µM (highest dose often 76.8 µM), for inactives: at the top dose activity, negative = inhibition, hits mostly inhibitors; also: potency is read from the fitted curve at half-maximal effect; % is scaled to controls: 0 for no effect and ±100 for the full control effect; nearly all actives have a fitted effect of over 50% in size
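In this concentration-response screen, enzyme-free wells defined baseline while DMSO plates tracked drift. Each reaction combined TbPYK, substrate, compound and 130 uM ADP for 45 min at room temperature. Kinase-Glo Plus luminescence gave the signal.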
* hit, by the source's call; ? = inconclusive; / = no result given; [ ] = another dose, or the depositor's remark. Unless noted, calls follow the shape of the dose curve; as a rule, active = well fitted curve in the direction sought with a large enough effect; inconclusive = small, poorly fitted or top-dose-only effect, or another doubt; inactive = no such curve, though single readings can be large; an effect the other way counts as inactive or inconclusive. No enrichment for hits (roughly 21% active in at least one column).

SMILES	Pf growth 96h	Shiga toxin inh	Cycloheximide cs	LmPK inh	Pf growth 48h	AMA1 RON2 block	TbPYK inhibitor
Cc1sc2nc(SCC(=O)Nc3ccccc3F)[nH]c(=O)c2c1C	?	-1	8	-4%	12%	14%	-4%
Cc1ccc(N=Nc2c(N)nn3c(N)c(C#N)c(C)nc23)cc1	-21%	38	-1	-4%	-1%	48%[activator]	5%
CC(=O)c1cccc(NC(=O)NCc2ccco2)c1	/	11	12	2%	35%[activator]	4%	-1%
O=C(OCc1nnc(-c2ccccc2)o1)c1ccc(Br)o1	1%	/	/	/	31%[activator]	-9%	-5%
COc1cccc(Cn2c(=O)ccc3ccccc32)c1	108%[activator]	12	18	0%	34%[activator]	1%	-21%
Cn1ncc([N+](=O)[O-])c1C(=O)Nc1cccc(Cl)c1	-2%	/	6	5%	?	-4%	-8%
CCOCCCNC(=O)c1ccc2c(=O)n(Cc3ccc4c(c3)OCO4)c(=S)[nH]c2c1	-18%	16	3	2%	-26%	2%	-3%
CC1=C(C#N)C(=O)NC(=O)/C1=C\c1ccc(-c2ccc(C)cc2[N+](=O)[O-])o1	-3%	53	11	-6%	0%	-15%	-14%
CN(C(=O)c1ccncc1)c1nnc(-c2ccccn2)s1	0%	75	35*	4%	68%[activator]	-10%	7%
Nc1nc(NC(=O)CCC(=O)O)nn1-c1ccccc1	71%[activator]	-9	-3	0%	88%[activator]	-14%	-18%
CCc1ccccc1NC(=O)CSc1nnc(-c2ccco2)n1N	/	15	-2	2%	1%	-10%	-1%
CCCCCC(=O)Nc1cccc(S(=O)(=O)NC2=NCCC2)c1	-18%	/	/	/	?	6%	-1%
Cc1ccc(-c2nn(C)c(=O)c3ccccc23)cc1S(=O)(=O)NCCN(C)C	26%	-5	-2	4%	-19%	0%	1%
Cc1ccc(S(C)(=O)=O)cc1S(=O)(=O)Nc1ccccc1	8%	-5	-2	5%	2%	1%	-6%
CCc1ccc(N2CCN(C(=O)c3ccc(OC)c(OC)c3)CC2)cc1	15%	3	-1	3%	-24%	-13%	1%
Cc1ccc(C(=O)c2oc3ccccc3c2NC(=O)c2cc(-c3ccccc3O)n[nH]2)cc1	0.59µM*	5	-3	0%	1.5µM*	11%[2.32 µM]	0%
CN1CCc2c(c3c(n2C)CCN(C)C3c2ccc(F)cc2)C1c1ccc(F)cc1 (centres undefined)	/	-18	-3	5%	?	9%	-6%
O=C(NC(=S)Nc1ccccn1)c1cc(-c2ccccc2)nc2ccccc12	-28%	33	0	2%	23%	34%[activator]	-11%
O=S(=O)(Nc1ncn[nH]1)c1ccc2ccccc2c1	/	-15	-3	0%	12%	7%	3%
CCOC(=O)Cn1c(=NC(=O)CSC(C)=O)sc2cc(OC)ccc21	206%[activator]	-5	12	1%	19%	6%	-7%
CCOC(=O)c1c(NC(=O)CN2CCN(c3ccc(Cl)cc3)CC2)sc(C)c1C	69%[activator]	-15	6	-4%	28%	7%	-1%
CCOC(=O)N1CCN(C(=O)c2ccc3c(=O)n(-c4ccccc4F)c(=S)[nH]c3c2)CC1	6%	-6	0	19%	?	70%[activator]	-11%
Cc1cc(C)c(NC2=NCC(=O)N2C2CCCCC2)c(C)c1	-9%	6	4	7%	-5%	-7%	0%
O=C1NC(=O)C(Nc2cccc3ccccc23)S1 (centres undefined)	-1%	-2	-2	6%	10%	8%	-17%
O=C(CSCc1ccccc1F)NCc1ccc(F)cc1	?	55	43*	1%[11.5 µM]	60%[activator]	0%	0%

By substructure: the entries above with a Cl atom (two)
SMILES	Pf growth 96h	Shiga toxin inh	Cycloheximide cs	LmPK inh	Pf growth 48h	AMA1 RON2 block	TbPYK inhibitor
Cn1ncc([N+](=O)[O-])c1C(=O)Nc1cccc(Cl)c1	-2%	/	6	5%	?	-4%	-8%
CCOC(=O)c1c(NC(=O)CN2CCN(c3ccc(Cl)cc3)CC2)sc(C)c1C	69%[activator]	-15	6	-4%	28%	7%	-1%

As entered above:
Result for CC(=O)c1cccc(NC(=O)NCc2ccco2)c1 in LmPK inh: 2%
Result for CCc1ccccc1NC(=O)CSc1nnc(-c2ccco2)n1N in AMA1 RON2 block: -10%
Result for COc1cccc(Cn2c(=O)ccc3ccccc32)c1 in Cycloheximide cs: 18

Continuation:
SMILES	Pf growth 96h	Shiga toxin inh	Cycloheximide cs	LmPK inh	Pf growth 48h	AMA1 RON2 block	TbPYK inhibitor
COC(=O)/C=C1/S/C(=N/NC(=O)c2ccccc2OC)NC1=O	12µM*	-3	-2	-2%	?	91%[activator]	-15%
CCO[C@H]1OC(C(=O)N2CCN(Cc3ccccc3)CC2)=C[C@@H](c2cn(C(C)=O)c3ccccc23)[C@@H]1CCCO	9.3µM*	-19	-2	2%	?	-3%	3%
COc1ccc(N=C(NN)c2ccc3ccccc3n2)cc1	2%	20	17	3%	130%[activator]	24%	?
CC(C)C(=O)NC(c1ccco1)c1ccc2cccnc2c1O (centres undefined)	28%	36	1	1%	2.1µM*	20µM*	-10%
O=C(CN1C(=O)c2ccccc2S1(=O)=O)Nc1ccc(S(=O)(=O)N2CCCC2)cc1	21%	17	-3	-1%	5%	-7%	-2%
CC(=O)Nc1ccc(S(=O)(=O)NCc2cc(=O)n(C)c(=O)n2C)cc1	11%	-7	-3	4%	20%	-3%	-6%
CCc1nc2ccccc2c(C(=O)Nc2cccc(C)c2)c1C	?	10	-2	-7%	?	5%	-2%
CNC(=O)N(C)c1nnc(C(C)(C)C)s1	?	21	1	1%	4%	-8%	1%
CCOc1cc(CN2CCN(C(=O)c3cccc4ccccc34)CC2)ccc1OC	?	-13	1	1%	8.3µM*	?	3%
NC(=O)COC(=O)Cc1coc2cc3c(cc12)CCC3	8%	-3	3	-9%	19%	-19%	1%
CS(=O)(=O)N1CCN(c2ccccc2NC(=O)c2cccc3ccccc23)CC1	?	9	0	3%	?	-9%	-2%
[O-][N+](=Nc1ccccc1)c1ccccc1	31%[activator]	/	/	/	26%	/	-3%
CC1CCCCC1NC(=O)COn1nnc2ccc(Cl)cc21 (centres undefined)	-11%	-13	-3	7%	/	3%	2%
Cc1cccc(C)c1OCC(=O)Nc1cccc(C(=O)O)c1	1%	92*	41*	3%	159%[activator]	23%	2%
Cc1nn(-c2ccccc2)c2c1c(C)c(CCC(=O)NCC1CCCO1)c(=O)n2C (centres undefined)	?	-2	-3	-1%	0%	0%	6%
Cc1ccccc1/C=N/NC(=O)c1sccc1C	294%[activator]	66*	38*	?	306%[activator]	9%	-5%
CCn1c(=O)c(C(=O)NCCc2ccc(OC)c(OC)c2)c(O)c2ccccc21	10µM*	-13	-1	0%	?	56%[activator]	0%
Cc1ccc(C(C(=O)NC2CCCCC2)N(CC2CCCO2)C(=O)CNC(=O)c2ccco2)cc1 (centres undefined)	?	16	27	0%	-49%	-14%	0%
O=C(Nc1nnc(CC(=O)N2CCOCC2)s1)C1COc2ccccc2O1 (centres undefined)	4%	-10	-7	-1%	6%	-12%	2%
O=C(O)CNC(=O)C1COc2ccccc2O1 (centres undefined)	14%	-14	-3	0%	8%	-3%	2%
CC(C)N1CCC2(CC1)Oc1ccc(Br)cc1C1CC(c3cccnc3)=NN12 (centres undefined)	13µM*	61*	26*	-1%	?	6%	3%
O=C(Oc1ccccc1)c1cccc2cccnc12	/	0	-3	-1%	-17%	9%	0%
COc1ccc(Cl)cc1C(=O)Nc1ccc(Br)c(C)n1	45%[activator]	-3	5	8%	53%[activator]	17%	-6%
CN(C(=O)CN1CCCCCC1)c1c(N)n(Cc2ccccc2)c(=O)[nH]c1=O	-21%	/	/	/	-1%	-3%	-10%
Fc1ccccc1Cn1nnc(-c2ccc3c(c2)OCO3)n1	289%[activator]	88*	43*	-4%	/	28%	1%

Next section
SMILES	Pf growth 96h	Shiga toxin inh	Cycloheximide cs	LmPK inh	Pf growth 48h	AMA1 RON2 block	TbPYK inhibitor
CCOc1ccc(S(=O)(=O)N2CCOCC2)cc1NC(=O)C1CSC2(C)CCC(=O)N12 (centres undefined)	-5%	/	/	/	-7%	4%	-1%
O=C(CSc1nnc(CNC(=O)c2ccccc2F)o1)Nc1cccc(C(F)(F)F)c1	47%[activator]	-19	4	-10%	23%	21%	0%
Cc1c(C)c2ccc(OC(C)C(=O)N[C@@H](Cc3c[nH]c4ccccc34)C(=O)O)c(C)c2oc1=O (some centres undefined)	37%[activator]	-2	-2	-4%	?	-12%	7%
CCn1cc(/C=C(\NC(=O)c2ccccc2Cl)C(=O)N2CCOCC2)c2ccccc21	?	-5	1	6%	0%	20%	1%
CC(=O)N1CCc2cc(S(=O)(=O)NCCC(=O)Nc3ccc4c(c3)OCCO4)ccc21	?	66	30*	-23%	57%[activator]	-22%	-6%
CS(=O)(=O)c1ccc(NS(=O)(=O)c2ccc(Cl)c(C(=O)NCc3ccco3)c2)cc1	32%[activator]	/	/	/	?	0%	3%
COC(=O)Nc1sc2c(c1C(=O)NC1CC1)CCCCCC2	26%	-6	15	-4%	/	2%	-12%
c1ccc(-n2nnnc2NCCc2c[nH]c3ccccc23)cc1	?	-24	-1	2%	?	-1%	1%
COC(=O)c1ccc(NC(=O)c2cccc(C)c2)cc1	?	37	19*	-5%	106%[activator]	1%	-5%
Cc1cc(C)c2c(=O)[nH]c(SCC(=O)Nc3cccc(S(=O)(=O)N(C)C)c3)nc2n1	2%	/	/	/	5%	12%	10%
O=C(Cn1cnc2c(cnn2-c2ccc(Cl)cc2)c1=O)NCCc1ccccc1	/	-4	-1	1%	44%[activator]	14%	0%
Cc1cc(C(=O)CSc2nnc(-c3cccs3)o2)c(C)n1-c1ccccc1	?	77*	12*	2%	15%	2%	0%
CC(C)CN(C)C(=O)CCc1nnc(Cc2ccc(-c3ccccc3)cc2)o1	?	38	22*	0%	?	-5%	-6%
CC(NC(=O)c1cccc(Cn2cc([N+](=O)[O-])cn2)c1)c1ccc(C(C)(C)C)cc1 (centres undefined)	?	14	11	11%	/	-5%	-2%
CCn1c(=S)ccc2ccc(OC)cc21	30%	-4	-4	0%	12%	-14%	-8%
CCc1ccccc1NC(=O)Nc1ccon1	3%	-6	3	2%	64%[activator]	-14%	3%
CC(C)=C1C2CCC1C1C(=O)N(c3nc(-c4ccc(F)cc4)c(C)s3)C(=O)C21 (centres undefined)	1%	13	-2	5%	74%[activator]	-15%	5%
Nc1cnn(Cc2ccccc2F)c1	33%[1.15 µM]	-5	2	5%	-11%	?	-3%
CC(Cc1c[nH]c2ccccc12)NC(N)=O (centres undefined)	?	-8	8	5%	13%	-10%	-3%
COC(=O)[C@@]12CCCCN1[C@H](c1ccc(-c3cc(C(C)=O)cs3)cc1)[C@H]1C(=O)N(C)C(=O)[C@H]12	2%	/	/	/	?	-1%	-2%

Copied from the results shown (2 entries):
SMILES	Pf growth 96h	Shiga toxin inh	Cycloheximide cs	LmPK inh	Pf growth 48h	AMA1 RON2 block	TbPYK inhibitor
CC(Cc1c[nH]c2ccccc12)NC(N)=O (centres undefined)	?	-8	8	5%	13%	-10%	-3%
COC(=O)[C@@]12CCCCN1[C@H](c1ccc(-c3cc(C(C)=O)cs3)cc1)[C@H]1C(=O)N(C)C(=O)[C@H]12	2%	/	/	/	?	-1%	-2%

Assay outcomes (PubChem BioAssay)
